Source: PubChem
AMA1-RON2 inh – AMA1-RON2 (P. falciparum) interaction inhibition | AlphaScreen AMA1-biotinylated RON2 peptide binding | Potency, µM (top dose mostly 58.2 µM), for the others: top-dose activity change, negative = inhibition, most hits filed as inhibitors | 360,000 tested, 0.2% active;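 further: potency means the concentration at half of the fitted maximal effect; 0% = vehicle wells and -100% = peptide control; nearly all actives have a fitted effect of over 45% in size; some results filed as inactive show a strong effect at the top dose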
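AMA1 (3D7) with his tag at 25 nM final met compounds first, then biotinylated RON2 peptide at 25 nM; detection used donor plus acceptor beads, 10 µg/mL apiece, read by AlphaScreen after 30 min at room temperature.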
Sm TGR inh – inhibitors of Schistosoma mansoni thioredoxin glutathione reductase | Q962Y6 | purified TGR, DTNB reduction, TNB absorbance 405 nm | Potency, µM (highest dose often 114 µM), for the others: top-dose activity change, negative = inhibition, actives largely listed as inhibitors | 360,000 tested, 3% active | AID 485364; further: potency means the concentration at half of the fitted maximal effect; nearly all actives have a fitted effect of over 60% in size
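First, TGR (20 nM dispensed) and NADPH were mixed with compound. Second, a 15 min room-temperature incubation followed. Third, further NADPH and then DTNB were added to start the reaction. Finally, TNB absorbance was monitored kinetically.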
HCMV antiviral – inhibitors of human cytomegalovirus | HFF cells, HCMV-luciferase reporter, 72 h; hits give low values | activity change, negative = inhibition, % at 57.5 µM | 410,000 tested, 4.5% active; in the data active means activity change below about -60%; inconclusive means no clear call, values can overlap the other calls; inactive means above about -39%
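Two-dose cell screen: HFF monolayers treated with compounds and infected with luciferase-expressing HCMV at 1 PFU/cell, 72 h at 37C, then lysed for luciferase measurement.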
TbPYK inhibitor – T. brucei pyruvate kinase inhibition. Q57TT1. TbPYK enzyme, Kinase-Glo Plus ATP luminescence, 45 min. Potency, µM (series often up to 76.8 µM), without a hit: at the highest dose activity, negative = inhibition, hits mostly inhibitors. 410,000 tested, 0.12% active. AID 624173; further: potency means the concentration at half of the fitted maximal effect; nearly all actives have a fitted effect of over 50% in size
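Readout: single end-point luminescence (Kinase-Glo Plus, 10 min). Reaction conditions were TbPYK/substrate plus 130 uM ADP, 45 min at RT, pH 7.2 TEA buffer. No-enzyme wells served as controls, and data were normalized before concentration-response fitting.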
AmpC inh detg – AmpC beta-lactamase inhibition with detergent present; P00811; AmpC hydrolysis of nitrocefin, absorbance 480 nm, 0.01% Triton; Potency, µM (doses to about 114 µM), for the others: top-dose activity change, negative = inhibition, usual class: inhibitors; 370,000 tested, 0.041% active;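 further: potency means the concentration at half of the fitted maximal effect; 0% = no-compound wells and -100% = no-enzyme wells; nearly all actives have a fitted effect of over 25% in size; some results filed as inactive show a strong effect at the top dose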
Target sequence (P00811 whole entry, looked up): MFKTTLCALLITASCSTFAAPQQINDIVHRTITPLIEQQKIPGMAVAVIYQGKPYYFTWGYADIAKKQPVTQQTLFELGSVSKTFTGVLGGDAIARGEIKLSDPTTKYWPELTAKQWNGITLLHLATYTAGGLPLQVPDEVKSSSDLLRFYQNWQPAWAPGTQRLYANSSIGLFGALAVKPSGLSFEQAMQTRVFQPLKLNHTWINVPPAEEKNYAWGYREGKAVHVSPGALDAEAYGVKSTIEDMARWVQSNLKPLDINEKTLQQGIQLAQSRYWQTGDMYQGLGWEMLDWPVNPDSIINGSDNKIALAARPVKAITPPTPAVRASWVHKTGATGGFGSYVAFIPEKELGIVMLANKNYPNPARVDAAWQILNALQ
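AmpC (5.3 nM in the dispensed reagent) in 20 mM phosphate pH 7.0 with 0.01% (detergent screen) or 0.0001% Triton X-100 was preincubated with compounds for 15 min at room temperature. Nitrocefin was then added from an 800 uM solution, and hydrolysis was followed at 480 nm.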
LmPK inhibitor – LmPK (Leishmania mexicana) enzyme inhibition; Q27686; purified LmPK, Kinase-Glo ATP luminescence, 1 h; Potency, µM (highest dose often 57.5 µM), for inactives: top-dose activity change, negative = inhibition, usual class: inhibitors; 290,000 tested, 0.37% active; further: potency means the concentration at half of the fitted maximal effect
Target sequence (Q27686 whole entry, looked up): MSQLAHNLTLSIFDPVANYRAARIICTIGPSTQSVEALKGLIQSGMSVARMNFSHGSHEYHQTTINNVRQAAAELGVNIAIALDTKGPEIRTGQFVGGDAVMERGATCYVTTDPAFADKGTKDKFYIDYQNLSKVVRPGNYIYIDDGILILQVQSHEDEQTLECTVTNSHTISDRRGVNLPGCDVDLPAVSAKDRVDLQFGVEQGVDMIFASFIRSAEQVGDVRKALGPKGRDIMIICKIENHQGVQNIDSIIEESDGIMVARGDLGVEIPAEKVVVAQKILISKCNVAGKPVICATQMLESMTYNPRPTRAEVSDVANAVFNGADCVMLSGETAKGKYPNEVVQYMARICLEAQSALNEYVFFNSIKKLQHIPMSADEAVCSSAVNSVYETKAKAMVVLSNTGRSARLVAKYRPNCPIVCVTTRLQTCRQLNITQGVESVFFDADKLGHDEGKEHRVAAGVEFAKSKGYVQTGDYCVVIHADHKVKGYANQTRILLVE
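0.1 nM LmPK, 0.5 mM PEP, 0.1 mM ADP; 50 mM imidazole pH 7.2, 7 mM MgCl2, 50 mM KCl; 1 h RT. Kinase-Glo luminescence readout, normalized to no-enzyme (full inhibition) and uninhibited wells.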
AmpC no deterg – blocks E. coli AmpC beta-lactamase in detergent-free assay; P00811; AmpC nitrocefin hydrolysis, absorbance 480 nm, 0.0001% Triton; Potency, µM (highest dose often 57.1 µM), without a hit: at the highest dose activity change, negative = inhibition, usual class: inhibitors; 330,000 tested, 0.52% active;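 further: potency means the concentration at half of the fitted maximal effect; plate controls were no compound for no effect and no enzyme for full effect; nearly all actives have a fitted effect of over 20% in size; some results filed as inactive show a strong effect at the top dose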
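20 mM phosphate pH 7.0 + 0.01% (detergent screen) or 0.0001% Triton X-100; 5.3 nM AmpC reagent; cpd preinc 15 min RT; nitrocefin (800 uM stock) to start; A480 q20 s × 4 min; Activity was normalised to no-enzyme and no-compound control wells.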
* hit, by the source's call; ? = inconclusive; . = not tested or not shown; & = joins results of further samples; ! = repeats disagree; [ ] = another dose, or the depositor's remark. Unless noted, the call rests on the fitted dose curve; in most records, active means well fitted curve in the direction sought with a large enough effect; inconclusive means small, poorly fitted or top-dose-only effect, or another doubt; inactive means no such curve, though single readings can be large; an effect the other way counts as inactive or inconclusive. Unless noted, on the % scale 0 is the no-effect control and ±100 the full control effect. No enrichment for hits, and some 7.4% of all compounds hit somewhere here.

entry | Molecule | AMA1-RON2 inh | Sm TGR inh | HCMV antiviral | TbPYK inhibitor
1 | Cc1cc2ccccc2n2c(SCC(=O)NCc3cccs3)nnc12 | 14.4% | 5.3% | -32.1 | 3.3%
2 | COc1ccc(C2=NN(C(=O)c3cccs3)C(O)(C(F)(F)F)C2)cc1 (centres undefined) | 31.7%[activator] | 0.4% | -1.8 | 0.6%
3 | Cc1ccc(C)n1-c1ccccc1N | . | -19.5% | . | .
4 | C[C@@H]1CN([C@@H](C)CO)S(=O)(=O)c2ccc(-c3ccc(C#N)cc3)cc2O[C@@H]1CN(C)Cc1ccccn1 | 72.8%[activator] | . | -34.1 | -14.4%
5 | CN(CC(=O)Nc1cccc(F)c1)C(=O)/C=C/c1cn(Cc2ccccc2)nc1-c1cccnc1 | 1.1% | -18.3% | 4.0 | 2.1%
6 | Fc1cccc(Cc2c(-c3ccc(Cl)cc3)nc3ccc(Cl)cn23)c1 | 6.8% | . | 13.7 | 4.9%
7 | C=CCc1ccc(OCCOCCN(C)C)c(OC)c1 | -7.2% | 2.5% | 9.9 | 1.4%
8 | CCc1nnc(NC(=O)CSc2nnc(-c3ccccc3OC)n2-c2ccc(C)cc2)s1 | 7.2% | -19.7% | 44.4 | -18.2%
9 | COCCNC(=O)c1c(CSc2ccc(F)cc2)noc1C(=O)NCc1ccccc1 | 0.0% | -8.0% | 6.3 | -0.7%
10 | CC(=O)Nc1ccc(S(=O)(=O)Oc2ccc(C(=S)N3CCC(O)CC3)cc2)cc1 | -12.0% | -1.7% | -72.4* | -19.8%
11 | COC(=O)/C(=C1/Oc2cc3c(cc2S1)OCO3)C(F)(F)F | 4.3% | -1.9% | 3.8 | 2.9%
12 | O=C(Nc1ccccc1O)c1ccc2c(c1)C(=O)N(N1C(=O)c3ccccc3C1=O)C2=O | 1.2% | -3.9% | 76.0 | 1.3%
13 | CCOC(=O)c1c(S(=O)(=O)N2CCC(C(=O)NCc3cccc(OC)c3)CC2)c(C)n(C)c1C | . | 2.7% | 10.2 | 0.0%
14 | O=C(CSc1nccc(=O)[nH]1)N1CCCc2ccccc21 | 6.8% | 0.6% | ? | 2.9%
15 | CC1CCCCC1NC(=O)CCCCn1c(=O)[nH]c2ccsc2c1=O (centres undefined) | 0.7% | -0.1% | -1.1 | -8.2%

entry | AmpC inh detg | LmPK inhibitor | AmpC no deterg
1 | -4.6% | -2.2% | -8.2%
2 | 9.3% | -2.6% | -20.4%
3 | ? | 0.7% | -16.6%
4 | . | . | .
5 | -18.6% | . | 100.8%[activator]
6 | . | . | .
7 | -2.7% | 4.6% | 11.6%
8 | -4.6% | 9.3% | 16.1%
9 | -0.5% | 2.6% | 0.4%
10 | ? | 8.8% | 14.3%
11 | -5.0% | 1.4% | -9.7%
12 | -7.0% | -2.5% | -8.9%
13 | 3.3% | . | .
14 | 0.4% | 1.7% | -43.7%
15 | -8.4% | 2.6% | 19.6%

entry | Molecule | AMA1-RON2 inh | Sm TGR inh | HCMV antiviral | TbPYK inhibitor
16 | CCCCC(=O)Nc1cccc(NC(=O)c2cccc(Br)c2)c1 | -10.4% | 12.5% | -34.6 | 4.5%
17 | O=C(COC(=O)Cc1ccc(Br)cc1)NC12CC3CC(CC(C3)C1)C2 | 10.0% | -7.9% | 18.1 | 0.1%
18 | CC1CCCC(C)N1CCNC(=O)CCc1nnc2n(Cc3ccccc3)c(=O)c3ccccc3n12 (centres undefined) | 5.1% | 0.0% | -21.4 | 0.8%
19 | Cc1nnc(SCc2cc([N+](=O)[O-])cc3c2OCOC3)[nH]c1=O | -8.1% | 8.5% | ? | -1.0%
20 | CCOC(=O)c1nnn(C(CC)C(=O)Nc2ccc(F)cc2)c1C(=O)OCC (centres undefined) | . | 2.7% | 10.0 | -13.3%
21 | CSc1nsc(SCC(=O)Nc2cccc(C(C)=O)c2)n1 | 13.6% | -1.9% | -21.4 | -8.3%
22 | c1coc(CNc2nc3nonc3nc2NCc2ccco2)c1 | 24.1% | 50.1µM* | -71.6* | -0.2%
23 | CC(C)n1cc(/C=N\NC(=O)c2cc3c(ccc4ccccc43)o2)c2ccccc21 | 5.0% | 35.1% | 4.9 | -8.6%
24 | COCCn1c(SCC(=O)NC(=O)NC2CCCC2)nc2ccccc2c1=O | 0.0% | -0.2% | -37.6 | -13.7%
25 | N#C/C(=C/c1ccc(-c2cc([N+](=O)[O-])ccc2Cl)o1)C(N)=O | 0.0% | ? | -38.4 | 1.3%
26 | CCOC(=O)c1cc(NC(=O)N2CCOCC2)c(C)nc1C | 0.0% | -13.2% | 1.3 | 8.7%
27 | CCOc1ccc(-c2nonc2NC(=O)c2oc3ccc(C)cc3c2C)cc1OCC | . | -2.3% | 5.4 | 2.1%
28 | Cc1ccc(-c2nnc(SCC#N)n2N)cc1 | -8.4% | 0.0% | -21.6 | -9.0%
29 | Cc1ccc(C(=O)CC(Nc2ccc(F)cc2)c2ccccc2)cc1 (centres undefined) | ? | 5.2% | -29.4 | -2.4%
30 | Cc1ccc(NC(=O)/C(=C\c2cccnc2)NC(=O)c2ccccc2)cc1 | 13.5% | -0.2% | 55.6 | -5.3%

entry | AmpC inh detg | LmPK inhibitor | AmpC no deterg
16 | -14.4% | 3.2% | -49.8%
17 | -13.0% | 10.8% | 39.2%
18 | -9.4% | -1.6% | 46.2%
19 | -6.2% | 3.0% | -21.0%
20 | 15.2% | . | .
21 | -4.0% | -3.8% | -8.7%
22 | 2.4% | 1.5% | -58.0%
23 | 0.5% | -2.0% | -31.5%
24 | -2.0% | . | 1.6%
25 | 2.4% | 3.9% | -8.2%
26 | ? | -8.4% | -12.4%
27 | 16.2% | . | .
28 | -8.0% | 1.7% | -34.2%
29 | 0.5% | -0.4% | -26.0%
30 | -0.1% | -6.1% | -26.5%

entry | Molecule | AMA1-RON2 inh | Sm TGR inh | HCMV antiviral | TbPYK inhibitor
31 | Nc1nnc(SCC(=O)NNC(=O)c2ccc([N+](=O)[O-])cc2)s1 | 101.7%[activator] | 4.1% | -9.6 | -1.7%
32 | CCc1cccc(C)c1NC(=O)CN(C)Cc1ccccc1F | -9.2% | 6.1% | 10.9 | -17.4%
33 | CC(=O)OCCCN(C)CC/C=C1/c2ccccc2CSc2ccccc21 | -25.2% | . | 0.0 | 4.5%
34 | CC(C(=O)Nc1ccccc1Br)N1c2cccc3cccc(c23)S1(=O)=O (centres undefined) | 16.9% | 2.3% | ? | 0.3%
35 | CC1CCCCN1Cc1c(O)ccc2c(=O)c(-c3ccccc3)coc12 (centres undefined) | 7.4% | -19.2%&-1.1% | -69.3*! | -1.0%&2.3%
36 | C/C(N)=C(/C#N)C(=O)COC(=O)CCSc1ccccc1 | -0.2%&-5.5% | 2.8% | 5.8&26.9 | 1.1%&4.5%
37 | O=C(CCCc1ccccc1)Nc1ccnn1C1CCN(Cc2ccccn2)CC1 | 32.4%[activator] | ? | -2.6 | -0.7%
38 | NC(=O)c1ccsc1NC(=O)CN1C(=O)C2CC=CCC2C1=O (centres undefined) | -21.6% | 0.0% | 44.5 | -1.5%
39 | O=C(NC1CCCCC1)NC1CCN(CC(=O)N2CCOCC2)CC1 | -0.6% | -2.9% | -12.0 | -7.1%
40 | Cc1cc(Nc2cccc(Cl)c2)nc2ccc(NC(=O)c3ccc(F)cc3Cl)cc12 | . | 2.3% | ? | 7.5%
41 | CCC(C)NC(=O)CSc1nc2ccsc2c(=O)n1-c1ccc(OC)cc1 (centres undefined) | -0.2% | 4.0% | -12.4 | -3.4%
42 | O=C(CCc1nnc(CCc2ccccc2)o1)N1CCCC1c1nccs1 (centres undefined) | -10.6% | 4.5% | -18.6 | 2.7%
43 | CCC(=O)N(CCO)Cc1cc2ccc(C)c(C)c2[nH]c1=O | 2.2% | 2.7% | 8.1 | -1.8%
44 | N#Cc1cnc(SCC(=O)Nc2ccccc2C(F)(F)F)nc1N | 0.4% | 2.0% | 1.2 | -3.5%
45 | Cc1ccc(C)c(S(=O)(=O)N(C)c2ccc(OC(=O)C3CCN(C(=O)Nc4ccccc4)CC3)cc2)c1 | 0.7% | . | -29.4 | 0.7%

entry | AmpC inh detg | LmPK inhibitor | AmpC no deterg
31 | 1.3% | . | -10.3%
32 | 0.8% | 0.3% | 24.9%
33 | . | . | .
34 | 9.6% | -2.8% | -33.6%
35 | 2.7%&-4.6% | 2.2% | -21.0%
36 | -7.0% | 0.7% | 0.7%
37 | 1.0% | -4.4% | 43.9%
38 | -2.2% | 4.4% | -20.4%
39 | ? | 3.9% | -24.8%
40 | 8.7% | . | .
41 | -18.0% | 1.1% | -12.1%
42 | 6.1% | 0.4% | -0.1%
43 | -2.8% | -2.5% | 18.1%
44 | 2.4% | -0.9% | -28.9%
45 | . | . | .

Nos. 31 to 33, reprinted for reference:
entry | Molecule | AMA1-RON2 inh | Sm TGR inh | HCMV antiviral | TbPYK inhibitor
31 | Nc1nnc(SCC(=O)NNC(=O)c2ccc([N+](=O)[O-])cc2)s1 | 101.7%[activator] | 4.1% | -9.6 | -1.7%
32 | CCc1cccc(C)c1NC(=O)CN(C)Cc1ccccc1F | -9.2% | 6.1% | 10.9 | -17.4%
33 | CC(=O)OCCCN(C)CC/C=C1/c2ccccc2CSc2ccccc21 | -25.2% | . | 0.0 | 4.5%

entry | AmpC inh detg | LmPK inhibitor | AmpC no deterg
31 | 1.3% | . | -10.3%
32 | 0.8% | 0.3% | 24.9%
33 | . | . | .

Further results.
entry | Molecule | AMA1-RON2 inh | Sm TGR inh | HCMV antiviral | TbPYK inhibitor
46 | Cc1ccc(C(=O)N[C@H](C(=O)N2CCN(c3ccccc3F)CC2)C(C)C)cc1 | -25.3% | 9.0% | -4.5 | -16.1%
47 | O=C(COC(=O)c1cc(-c2ccc(F)cc2)nc2ccccc12)NCC1CCCO1 (centres undefined) | -4.7% | -7.5% | 1.2 | -4.7%
48 | COC(=O)CCCCC(=O)OC | 11.7% | -1.0% | -0.1 | 0.7%
49 | O=C(NCc1ccc(OC(F)(F)F)cc1)c1cc(-c2ccccc2)nn1CC1CC(c2cccnc2)=NO1 (centres undefined) | 27.8% | . | -67.1* | 2.2%
50 | COc1ccc(CNC(C)C(=O)Nc2ccc3ccccc3c2)cc1OC (centres undefined) | -1.4% | -3.3% | -5.0 | 3.8%

entry | AmpC inh detg | LmPK inhibitor | AmpC no deterg
46 | 7.0% | 4.2% | 10.5%
47 | -2.6% | -0.5% | 125.1%[activator]
48 | 3.7% | . | 1.8%
49 | . | . | .
50 | 4.7% | 5.8% | 0.0%
